Assay outcomes: PubChem, National Center for Advancing Translational Sciences (NCATS)
p53null 39C kill – kills p53 null cells at the nonpermissive temperature. H1299 p53-null (neo) cells, 39C, ATPlite viability, 24 h. Potency, µM (series often up to 46.1 µM), for the others: top-dose activity, negative = cell killing, actives largely listed as cytotoxic. actives 0.97% (n = 55,000). AID 904;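 also: potency is read from the fitted curve at half-maximal effect; 0% = DMSO only and -100% = full killing by 100 µM tamoxifen; nearly all actives have a fitted effect of over 50% in size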
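Temperature-shift cytotoxicity format: compound titrations on p53-null or A138V-expressing H1299 cells held 24 hr at 39C, cell ATP then measured, AC50 from Hill model.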
NTMT1 inh – NTMT1 methyltransferase inhibition | Q9BV86 | NTMT1 MTase-Glo SAH luminescence, purified enzyme | Potency, µM (series often up to 114 µM), inactives show at the highest dose activity change, negative = inhibition, actives largely listed as inhibitors | actives 2.5% (n = 59,000);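 also: potency is read from the fitted curve at half-maximal effect; plate controls were DMSO vehicle for no effect and no enzyme for full effect; nearly all actives have a fitted effect of over 65% in size; many of its hits are not listed in these tables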
PTAP-TSG101 blk – TSG101-PTAP interaction inhibition, HIV-1 budding | Fluorescence polarization, FITC-PTAP peptide/Tsg101, 20 min | Potency, µM (titrated, usually from 115 µM), inactives show at the top dose activity change, negative = inhibition, actives largely listed as inhibitors | 44,000 tested, under 10 active; also: potency is read from the fitted curve at half-maximal effect; 0% is about no effect
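The Tsg101 binding domain, at 10 uM final, is mixed with compound and a FITC peptide bearing the PTAP motif (50 nM final). After 20 min at r.t., polarization is measured; actives defined by CRC class, efficacy cut-off 60% inhibition.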
p53null 32C tox – selectivity test: cytotoxicity in p53 null cells, permissive temperature | H1299-neo p53 null cells, ATP luminescence, 24 h, 32C | Potency, µM (highest dose often 46.1 µM), for inactives: at the top dose activity change, negative = cytotoxicity, most hits filed as cytotoxic | actives 0.62% (n = 55,000) | AID 903;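 also: potency is read from the fitted curve at half-maximal effect; 0% = DMSO only and -100% = full killing by 100 µM tamoxifen; nearly all actives have a fitted effect of over 55% in size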
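Luminescent ATP readout gave cell viability of p53-null H1299-neo cells after a 24 h compound exposure at the permissive 32C. Titrations ran up to 46 uM, and AC50s were fitted with the standard Hill equation.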
FH mod – Identification of activators of human fumarate hydratase by quantitative high-throughput screening | FH coupled MDH/diaphorase resazurin fluorescence, 15 min | Potency, µM (highest dose often 79.9 µM), for inactives: at the highest dose activity change, negative = inhibition, hits mostly inhibitors | Fumarate hydratase, mitochondrial (Homo sapiens), P07954 | actives 0.22% (n = 54,000); also: potency is read from the fitted curve at half-maximal effect; % is scaled to controls: 0 for no effect and ±100 for the full control effect; the screen sought activators but most active calls are inhibition curves; nearly all actives have a fitted effect of over 45% in size
Target sequence (P07954 whole entry, looked up): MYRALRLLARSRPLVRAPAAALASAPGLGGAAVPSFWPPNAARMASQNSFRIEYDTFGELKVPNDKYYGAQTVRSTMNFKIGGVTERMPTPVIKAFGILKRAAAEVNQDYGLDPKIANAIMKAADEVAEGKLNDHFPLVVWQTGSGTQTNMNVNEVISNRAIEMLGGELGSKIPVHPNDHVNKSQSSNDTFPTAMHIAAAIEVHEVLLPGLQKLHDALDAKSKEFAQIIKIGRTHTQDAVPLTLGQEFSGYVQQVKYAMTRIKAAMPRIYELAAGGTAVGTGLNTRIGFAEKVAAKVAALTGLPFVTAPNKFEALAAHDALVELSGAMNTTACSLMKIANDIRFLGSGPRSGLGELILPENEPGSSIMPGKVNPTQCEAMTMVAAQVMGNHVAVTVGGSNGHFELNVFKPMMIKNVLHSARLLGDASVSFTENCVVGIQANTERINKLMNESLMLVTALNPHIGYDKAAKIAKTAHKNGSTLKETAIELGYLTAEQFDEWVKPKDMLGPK
GALK inhibitor – inhibitors of human galactokinase (GALK). P51570. recombinant GALK, Kinase-Glo ATP luminescence, 1 h. Potency, µM (highest dose often 57.5 µM), for inactives: at the top dose activity, negative = inhibition, actives largely listed as inhibitors. 44,000 tested, under 10 active;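 also: plate controls were full GALK reaction for no effect and reaction lacking GALK for full effect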
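5 nM GALK with 35 µM ATP and 100 µM galactose in HEPES pH 8.0, MgCl2, NaCl, DTT, BSA; 1 h RT reaction, remaining ATP detected by Kinase-Glo Plus luminescence after 10 min; qHTS concentration series.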
B2AR arrestin ag – agonists recruiting beta-arrestin to human beta2-adrenergic receptor. P07550. HTLA Tango cells, beta-arrestin recruitment, luciferase luminescence, 18 h. Potency, µM (top dose mostly 46.1 µM), without a hit: at the top dose activation, hits mostly activators. 44,000 tested, under 10 active;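 also: potency is read from the fitted curve at half-maximal effect; 0% = DMSO and full agonism = EC100 isoproterenol or metaproterenol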
Target sequence (P07550 whole entry, looked up): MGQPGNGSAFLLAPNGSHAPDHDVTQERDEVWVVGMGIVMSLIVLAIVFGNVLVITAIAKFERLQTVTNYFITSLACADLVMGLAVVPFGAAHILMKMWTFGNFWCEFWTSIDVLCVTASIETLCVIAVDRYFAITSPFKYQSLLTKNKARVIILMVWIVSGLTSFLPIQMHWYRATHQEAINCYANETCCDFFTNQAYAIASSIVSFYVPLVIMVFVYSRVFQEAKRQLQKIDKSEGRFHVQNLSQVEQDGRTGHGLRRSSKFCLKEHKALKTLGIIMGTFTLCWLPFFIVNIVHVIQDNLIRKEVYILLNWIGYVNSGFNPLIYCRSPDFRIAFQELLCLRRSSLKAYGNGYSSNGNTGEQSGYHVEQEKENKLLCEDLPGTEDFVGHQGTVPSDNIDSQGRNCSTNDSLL
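Luminescence read-out: arrestin recruitment to recombinant beta2-AR releases tTA, inducing luciferase. Cells exposed 18 hr at 37 degrees C to up to 46 microM compound; %Activity from corrected signal, concentration-response curves classified by r2, magnitude and efficacy.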
An asterisk follows results filed as active; ? = inconclusive; . = no result given; [ ] = remark or other dose. Calls follow the shape of the dose curve; as a rule, active = well fitted curve in the direction sought with a large enough effect; inconclusive = small, poorly fitted or top-dose-only effect, or another doubt; inactive = no such curve, though single readings can be large; an effect the other way counts as inactive or inconclusive.

# | Compound | p53null 39C kill | NTMT1 inh | PTAP-TSG101 blk | p53null 32C tox | FH mod | GALK inhibitor | B2AR arrestin ag
1 | O=C(Cc1ccc(-c2ccccc2)cc1)NCCS(=O)(=O)N1CCN(c2ccccc2F)CC1 | -18% | 0% | 0% | 11% | 2% | 1% | 2%
2 | COc1cc(OC)c(NC(=O)CCCn2nc(C)c3sc4ccccc4c3c2=O)cc1Cl | ? | 16% | -5% | -27% | -13% | 1% | -2%
3 | COc1cccc(CNC(=O)CCCN2C(=O)CSc3c2c(C)nn3-c2ccccc2)c1OC | -5% | -6% | -1% | -3% | 5% | 1% | -1%
4 | CC(C)Oc1ccc(CNC(=O)c2ccc3c(c2)N(C)C(=O)C2CCCCN32)cc1 (centres undefined) | -6% | -3% | 0% | -4% | -3% | 2% | -1%
5 | CCCSc1ncc(Cl)c(C(=O)Nc2sc(C(C)=O)c(C)c2C(=O)OCC)n1 | -21% | 17% | -1% | -2% | -3% | 6% | 0%
6 | Cc1nn2c(=O)cc(COc3ccc(/C=C(\C#N)C(=O)Nc4ccccc4C)cc3)nc2s1 | 6% | -5% | 0% | -6% | -7% | 3% | 0%
7 | CCS(=O)(=O)NCCc1csc2nc(-c3ccc(C)cc3)nn12 | 1% | -3% | 0% | -2% | -3% | -9% | -4%
8 | COC(=O)c1ccc(NC(=O)CC2C(=O)N(c3ccc(Cl)cc3)C(=O)N2Cc2cccs2)cc1 (centres undefined) | 16% | . | -7% | -9% | . | 4% | 0%
9 | CCCN(CCC)CCCNC(=O)c1cnn(-c2ccc(F)cc2)c1-n1cccc1 | -14% | -8% | 5% | 5% | -2% | 4% | 0%
10 | CCOC(=O)c1[nH]c(C)c(CCC(=O)NCc2ccc(N(C)C)cc2)c1C | 1% | -18% | -2% | 1% | -15% | ? | 0%
11 | COc1cccc(NC(=O)C2CCN(S(=O)(=O)c3ccc4[nH]c5c(c4c3)CCCCC5)CC2)c1 | 3% | -15% | 0% | 8% | ? | -2% | ?
12 | O=C(C1CCN(S(=O)(=O)Cc2ccccc2)CC1)N1CCN(c2ccc(F)cc2)CC1 | -10% | 8% | 0% | 7% | -4% | 1% | -1%
13 | Cc1cc(C)cc(Nc2nc3ccccc3n3cnnc23)c1 | ? | 6% | -3% | -8% | -6% | -8% | -2%
14 | O=C1COc2ccc(-c3cc(-c4ccc(Cl)cc4)c4c(n3)-c3ccccc3OC4)cc2N1 | . | 1% | 1% | . | 7% | 0% | 0%
15 | Cc1ccc(NC(=O)Cn2c(=O)n(CCC(=O)NCc3ccccc3Cl)c(=O)c3ccccc32)cc1 | ? | -9% | 1% | -25% | -38% | 2% | -2%
16 | CC1CCN(S(=O)(=O)c2ccc3c(ccc(=O)n3CC(=O)NCc3ccccc3Cl)c2)CC1 | 15% | 0% | -3% | 7% | -18% | 2% | 0%
17 | O=C(c1ccc(Cl)cc1)N1CCC(c2nc3ccccc3o2)CC1 | -18% | -1% | -6% | -10% | -7% | 0% | -4%
18 | O=C(NCCc1csc(-c2ccc(F)cc2)n1)c1c(F)cccc1Cl | 1% | 1% | -7% | 3% | -21% | 2% | -1%
19 | Cc1ccc(/C=C/c2onc(C)c2S(=O)(=O)N2CCC(C(=O)N3CCN(c4ccccc4F)CC3)CC2)cc1 | 1% | 19% | 4% | 2% | -34% | 4% | -1%
20 | COc1ccc(OC)c(NC(=O)c2cc3c(n(-c4ccc(Cl)cc4)c2=O)CC(C)(C)CC3=O)c1 | -10% | 8% | -2% | 5% | 0% | 0% | -2%
21 | Cc1ccc2c(=O)cc(C(=O)Nc3ccc(S(=O)(=O)N4CCCCC4)cc3)oc2c1C | 3% | ? | -1% | 4% | -24% | 0% | 0%
22 | COc1ccc(NC(=O)C2=C(C)Nc3c(C(=O)Nc4ccc(C)cc4)cnn3C2c2cccc(Cl)c2)cc1 (centres undefined) | -18% | 13% | 0% | 17% | 8% | -4% | 0%
23 | Fc1ccc(F)c(Nc2c3c(nc4ccc(Cl)cc24)CCC3)c1 | 17% | -21% | 0% | 18% | ? | -3% | 1%
24 | COc1cccc(NC(=O)c2oc3ccccc3c2NC(=O)COc2ccccc2C)c1 | -14% | 5% | -8% | -9% | -2% | -3% | 1%
25 | CCCN1C(C(=O)c2ccccc2)=C(OC(=O)C(C)(C)C)c2ccccc2S1(=O)=O | ? | 9% | 1% | -23% | -28% | 4% | -1%

(more compounds)
# | Compound | p53null 39C kill | NTMT1 inh | PTAP-TSG101 blk | p53null 32C tox | FH mod | GALK inhibitor | B2AR arrestin ag
26 | COc1ccc(-c2cn3c(n2)sc2cc(C(=O)NCCCc4ccccc4)ccc23)cc1 | -13% | -17% | -4% | 3% | -3% | 3% | -1%
27 | CCOC(=O)c1c(C)[nH]c(C)c1S(=O)(=O)N1CCCC(C(=O)N2CCN(c3cccc(C)c3C)CC2)C1 (centres undefined) | 20% | 15% | -6% | 54%[activator] | ? | 0% | 0%
28 | COC(=O)c1cc2sc(Cl)cc2n1CC(=O)Nc1cc(C)cc(C)c1 | -3% | 4% | -2% | 0% | 2% | -10% | -2%
29 | COc1cc(C(=O)Nc2nonc2-c2ccc(C)c(C)c2)cc(OC)c1OC | 2% | -4% | -4% | -1% | 1% | 3% | 1%
30 | COc1ccccc1NC(=O)CSC1=Nc2ccccc2C2=NC(CCC(=O)NCCc3ccccc3)C(=O)N12 (centres undefined) | -15% | 7% | -1% | -7% | -3% | -5% | -3%
31 | CCn1c2ccccc2c2cc(CN3CCN(Cc4ccc(Cl)cc4)CC3)ccc21 | -14% | ? | 1% | 17% | ? | 0% | 0%
32 | CC1CCN(c2nn3c(=O)c(C(=O)NCc4ccc(Cl)cc4)cnc3s2)CC1 | -14% | . | 2% | -2% | . | -2% | 0%
33 | Cc1ccc(C)c(NC(=O)N2CCN3CCCCC3C2)c1 (centres undefined) | 8% | 5% | -3% | 5% | -20% | -1% | 1%
34 | COc1ccc(-c2nc3n(n2)C(=O)CC(c2ccc(Cl)cc2)S3)cc1 (centres undefined) | -18% | 9% | 3% | 0% | -1% | 1% | 0%
35 | COc1ccccc1-c1cc(C(=O)NCc2ccccc2)c2c(-c3ccc(C)cc3)[nH]nc2n1 | 2% | -8% | -3% | 4% | -20% | -1% | -3%
36 | COc1ccc(NC(=O)Cn2c(SCc3ccc(C)cc3)nc3cccnc32)cc1OC | 5µM* | -21% | -3% | 3.5µM* | -33% | -3% | 1%
37 | Cc1ccccc1Cn1cc(S(=O)(=O)c2ccc(F)cc2)c(=O)c2cc3c(cc21)OCO3 | -10% | 9% | 1% | 2% | 7% | 7% | 0%
38 | Cc1ccn2c(=O)cc(COc3ccc(NC(=O)COc4ccc(Cl)cc4)cc3)nc2c1 | 21% | 1% | 1% | -6% | 0% | 0% | 1%
39 | CCCCNC(=O)c1ccc2c(c1)N=C(CC)c1ccccc1S2 | ? | 21% | 3% | -3% | -22% | -6% | 0%
40 | COc1ccc(NC(=O)CCCn2c(=O)c3cccn3c3ccccc32)c(OC)c1 | ? | -9% | 4% | ? | 3% | 3% | 2%
41 | CCCCNS(=O)(=O)c1ccc(C)c(-c2nnc3c4ccccc4c(C)nn23)c1 | ? | 13% | -4% | 11% | -19% | 8% | 1%
42 | CCOC(=O)c1cnc2ccc(C)cc2c1Nc1ccc(N(CC)CC)cc1 | ? | ? | -4% | 20% | ? | ? | 1%
43 | COc1cccc2c1cc1c(=O)n(CC(=O)NCc3ccc(C)o3)nc(C)n12 | -2% | ? | 1% | 2% | -6% | 5% | -2%
44 | Cc1ccc(NC(=O)c2ccccc2Br)c(C(=O)c2ccccc2)c1 | 1% | ? | 1% | 0% | -20% | 0% | 1%
45 | O=C(Nc1ccc(F)cc1F)c1cc(CN2CCOCC2)on1 | -4% | 8% | -3% | -2% | 3% | 0% | 1%
46 | COc1cc(NC(=O)CCn2nc(C)cc2C)cc(OC)c1OC | 15% | 14% | -4% | 0% | 2% | 4% | 1%
47 | CCc1ccc(C(=O)COC(=O)C(Cc2c[nH]c3ccccc23)NC(=O)c2ccc(CC)cc2)cc1 (centres undefined) | -3% | -17% | -2% | 4% | -16% | 0% | -1%
48 | Cc1c(Cl)cccc1NC(=O)CSc1ncccc1C(=O)Oc1ccccc1Cl | -3% | 9% | 2% | 2% | -9% | 0% | 2%
49 | Cc1ccccc1Cn1c(C(=O)O)c(CNCc2cccc(F)c2)c2ccccc21 | -4% | 1% | 5% | -9% | -9% | -4% | 0%
50 | Cc1cc(C)cc(NC(=O)CSc2nc3c(cnn3-c3ccc(F)cc3)c(=O)[nH]2)c1 | 27% | 11% | 3% | -1% | 30% | 0% | -2%

Random excerpt: 4 records from the list, in no set order.
# | Compound | p53null 39C kill | NTMT1 inh | PTAP-TSG101 blk | p53null 32C tox | FH mod | GALK inhibitor | B2AR arrestin ag
32 | CC1CCN(c2nn3c(=O)c(C(=O)NCc4ccc(Cl)cc4)cnc3s2)CC1 | -14% | . | 2% | -2% | . | -2% | 0%
34 | COc1ccc(-c2nc3n(n2)C(=O)CC(c2ccc(Cl)cc2)S3)cc1 (centres undefined) | -18% | 9% | 3% | 0% | -1% | 1% | 0%
42 | CCOC(=O)c1cnc2ccc(C)cc2c1Nc1ccc(N(CC)CC)cc1 | ? | ? | -4% | 20% | ? | ? | 1%
48 | Cc1c(Cl)cccc1NC(=O)CSc1ncccc1C(=O)Oc1ccccc1Cl | -3% | 9% | 2% | 2% | -9% | 0% | 2%

Additional structures:
# | Compound | p53null 39C kill | NTMT1 inh | PTAP-TSG101 blk | p53null 32C tox | FH mod | GALK inhibitor | B2AR arrestin ag
51 | COc1ccccc1CNC(=O)CCC1N=C2c3ccccc3N=C(SCC(N)=O)N2C1=O (centres undefined) | 13% | 3% | -1% | -12% | -21% | 1% | -2%
52 | COc1ccc(CNC(=O)c2cnc3sc(N4CCOCC4)nn3c2=O)cc1 | 6% | 3% | -9% | -17% | -7% | -2% | -1%
53 | CC1CN(C(=O)N2CCC(C(=O)N3CCN(c4ccccc4)CC3)CC2)c2cc(Cl)ccc2O1 (centres undefined) | -5% | -1% | 0% | 9% | 1% | 3% | 0%
54 | CC(=O)N1CCCC1c1nc2ccccc2n1Cc1ccccc1 (centres undefined) | 2% | 12% | -1% | 2% | -15% | -11% | -2%
55 | COc1ccc(CCNC(=O)c2ccc(Cn3c(SCc4ccccc4)nc4cccnc43)cc2)cc1 | ? | 7% | 4% | -17% | 3% | -2% | 1%
56 | CC(C)c1ccc(CNc2nc(-c3ccco3)nn2S(=O)(=O)c2ccc(F)cc2)cc1 | ? | ? | -8% | -6% | -29% | -12% | -2%
57 | CC(C)(C)C1CCc2c(sc(NC(=O)c3ccccc3F)c2C(=O)N2CCCCC2)C1 (centres undefined) | -2% | -4% | -5% | -1% | ? | -18% | 1%
58 | CCCN1CCN(CCCNC(=O)Cn2c(-c3cccs3)cc3cc(Cl)ccc32)CC1 | -3% | ? | -3% | -1% | -2% | 1% | 0%

An excerpt (hit frequency here may not be typical).
